Compound activity deposited in PubChem by Broad Institute.
miR122 inh = miR-122 inhibition in Huh7 cells; Huh7 miR-122 Renilla luciferase sensor, 48 h; neutral wells = 0, positive control = 100; activation (reporter increase), % at 12.5 µM; 340,000 tested, 0.3% active;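 active = mean replicate activation score at least 90 and every replicate individually at or above 90; inconclusive = only one of the two criteria met; inactive = neither criterion met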;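 note: higher luciferase means less miR-122 activity so hits act as miR-122 inhibitors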
ERp5 inh = blocks human ERp5 reductase activity on insulin; Q15084; ERp5 insulin aggregation, absorbance 650 nm, 90 min; inhibition, % at 9.99 µM; 350,000 tested, 0.05% active;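 active = mean replicate inhibition above about 25%, with every replicate also reaching it, limit read from the data, passing the limit was not always enough; inconclusive = only one of those two criteria met; inactive = neither criterion met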
Target sequence (Q15084 whole entry, looked up): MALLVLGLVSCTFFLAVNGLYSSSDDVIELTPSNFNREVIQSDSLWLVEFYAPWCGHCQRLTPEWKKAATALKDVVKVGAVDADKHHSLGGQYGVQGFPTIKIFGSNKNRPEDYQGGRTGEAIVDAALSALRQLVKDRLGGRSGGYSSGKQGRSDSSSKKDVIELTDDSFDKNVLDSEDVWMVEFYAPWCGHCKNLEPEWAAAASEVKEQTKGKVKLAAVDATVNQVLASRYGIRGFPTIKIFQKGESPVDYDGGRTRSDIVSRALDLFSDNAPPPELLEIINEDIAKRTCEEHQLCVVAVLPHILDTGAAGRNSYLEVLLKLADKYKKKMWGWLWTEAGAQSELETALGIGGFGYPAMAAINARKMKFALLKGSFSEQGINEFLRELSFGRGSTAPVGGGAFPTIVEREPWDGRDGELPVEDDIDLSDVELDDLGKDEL
F508del corr = correctors of CFTR F508del function in bronchial epithelial cells | activity (quench increase), % at 7.58 µM | AID 720511 | 350,000 tested, 0.36% active | CFBE cells, YFP halide quenching; stimulated with forskolin plus potentiator P3; % fluorescence drop versus neutral controls;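 active = mean added fluorescence quench of at least 8% versus neutral control, with both replicates also reaching 8%; inconclusive = only one of the mean or replicate conditions met; inactive = mean below 8% and not both replicates reaching 8%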;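 note: cells transiently co-express mutant CFTR-F508del with the halide-sensitive YFP; corrector assay measuring rescue of mutant channel to the surface after 24 h compound exposure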
Casp6 inh = caspase-6 (human) enzyme inhibition; P55212; purified caspase-6, Z-VEID-R110 cleavage fluorescence; inhibition, % at 12.5 µM; 350,000 tested, 0.53% active; AID 686996;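 active = mean inhibition across replicates at least about 35%, with every replicate also reaching that limit, limit read from the data; inconclusive = only one of the two criteria met; inactive = neither criterion met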;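 note: 0% = median of neutral control wells and 100% = no fluorescence left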
Target sequence (P55212 24-179 limits assumed): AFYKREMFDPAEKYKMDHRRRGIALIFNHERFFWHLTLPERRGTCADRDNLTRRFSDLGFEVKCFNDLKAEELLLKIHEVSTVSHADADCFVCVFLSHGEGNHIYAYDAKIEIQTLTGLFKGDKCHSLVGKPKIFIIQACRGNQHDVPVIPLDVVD
Target sequence (P55212 194-293 limits assumed): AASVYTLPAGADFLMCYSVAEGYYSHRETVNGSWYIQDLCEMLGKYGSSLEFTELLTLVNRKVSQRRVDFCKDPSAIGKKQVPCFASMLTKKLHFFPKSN
ERAP1 HTS inh = ERAP1 (human) enzyme inhibition; 340,000 tested, 0.15% active; Q9NZ08; recombinant ERAP1, Leu-AMC fluorescence, 60 min; inhibition, % at 10.7 µM;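 active = mean replicate inhibition of at least 30%, or all replicates individually reaching that 30% level; inactive = mean below 30% and not every replicate reaching it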;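 note: 0% = neutral control wells and 100% = L-leucinethiol positive control wells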
DENV2 CPE = DENV2-induced cell death inhibition | 350,000 tested, 1.7% active | CPE inhibition, % at 9.99 µM | DENV2-infected cells, cytopathic effect rescue, plate reader; in the data active = CPE inhibition above about 20%, passing the limit was not always enough; inconclusive = no clear call, values can overlap the other calls; tested in BHK-21 cells;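 note: 0% = median of neutral control wells and 100% = median of positive control wells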
SIRT5 inh = sirtuin-5 (human) deacylase inhibition. inhibition, % at 15 µM. Q9NXA8. 330,000 tested, 1.1% active. Purified SirT5, succinyl-peptide AMC, trypsin-coupled fluorescence. AID 652115; in the data active = inhibition above about 15%; inconclusive = no clear call, values can overlap the other calls
Target sequence (Q9NXA8 whole entry, looked up): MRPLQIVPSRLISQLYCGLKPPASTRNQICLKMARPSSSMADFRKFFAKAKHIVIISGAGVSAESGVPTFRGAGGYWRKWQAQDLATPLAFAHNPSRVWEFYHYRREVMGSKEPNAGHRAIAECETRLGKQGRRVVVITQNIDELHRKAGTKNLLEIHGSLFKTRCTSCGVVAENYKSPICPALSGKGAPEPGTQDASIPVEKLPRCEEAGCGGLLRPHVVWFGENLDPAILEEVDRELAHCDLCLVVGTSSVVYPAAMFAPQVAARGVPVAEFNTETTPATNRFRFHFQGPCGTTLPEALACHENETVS
* marks the source's active call; other numbers are inactive results; & = joins results of further samples; [ ] = another dose, or the depositor's remark. No enrichment for hits (roughly 4% active in at least one column).

Screening Cc1nn(C)c(C)c1S(=O)(=O)N(CC(=O)N1CCc2ccccc2C1)c1ccc(C(C)C)cc1 returned miR122 inh -3, ERp5 inh -5, F508del corr -5.4, Casp6 inh 3, ERAP1 HTS inh 1, DENV2 CPE 7 and SIRT5 inh -2.
`Cc1cc2nc(Sc3c([N+](=O)[O-])nc(C)n3Cc3ccccc3)[nH]c2cc1C` gave ERp5 inh 10, Casp6 inh 3, ERAP1 HTS inh -2, DENV2 CPE -2 and SIRT5 inh 0.
`CCOc1ccc(NC(=O)COC(=O)c2ccc3c(c2)OCCO3)cc1` gave ERp5 inh -8, F508del corr -2.1, Casp6 inh 0, ERAP1 HTS inh 4, DENV2 CPE -1 and SIRT5 inh -4.
Screening COC1(NS(=O)(=O)c2ccc(Br)cc2)C(C)=CC(=O)C=C1C returned ERp5 inh 4, F508del corr 3.1, Casp6 inh 1, ERAP1 HTS inh -2, DENV2 CPE -1 and SIRT5 inh 5.
For CC(C)NC(=O)NC(=O)CSc1nnc(-c2c[nH]c3ccccc23)o1 the results were miR122 inh 0, ERp5 inh -15, F508del corr -0.8, Casp6 inh 0, ERAP1 HTS inh 3, DENV2 CPE 0 and SIRT5 inh -7.
Screening O=C(Nc1ccccn1)c1ccc(Cl)s1 returned miR122 inh 2, ERp5 inh 4, F508del corr 1.3, Casp6 inh -1, ERAP1 HTS inh 1, DENV2 CPE inconclusive and SIRT5 inh -1.
For C[C@@H]1CN([C@H](C)CO)C(=O)c2cccc(NC(=O)NC3CCCCC3)c2O[C@@H]1CN(C)C(=O)NC1CCCCC1 the results were miR122 inh -8[16.7 µM], ERp5 inh -7, F508del corr -3.6, ERAP1 HTS inh 0, DENV2 CPE inconclusive and SIRT5 inh -1.
COc1ccc(C2CC(c3ccc4ccccc4c3)=NN2C(=O)CN2C(=O)CCC2=O)cc1 (configuration not stated) was read as miR122 inh -1, ERp5 inh 4, F508del corr -0.9, Casp6 inh -1, ERAP1 HTS inh -2, DENV2 CPE inconclusive and SIRT5 inh -4.
C[C@H](CO)N1C[C@H](C)[C@@H](CN(C)S(=O)(=O)c2cn(C)cn2)Oc2ccc(NC(=O)Cn3cnnn3)cc2C1=O was read as miR122 inh 1[16.7 µM], ERp5 inh 1&-5, F508del corr -1.6&-0.5, Casp6 inh 4&-7, ERAP1 HTS inh -1&-3, DENV2 CPE -2 and SIRT5 inh 8&0.
For CNc1ccc(Br)cc(C(=O)/C=C/c2cccc(Cl)c2Cl)c1=O the results were ERp5 inh 5, F508del corr -2.8, Casp6 inh 7, ERAP1 HTS inh -5, DENV2 CPE 0 and SIRT5 inh -1.
For CC(=O)Nc1ccc(C(=O)Nc2nc(-c3cccnc3)cs2)cc1 the results were miR122 inh 1, ERp5 inh 6, F508del corr -1.9, Casp6 inh -1, ERAP1 HTS inh 2, DENV2 CPE -9 and SIRT5 inh -5.
For O=[N+]([O-])c1ccccc1/C=C/CN1CCC(O)CC1 the results were ERp5 inh 3, F508del corr 1.7, Casp6 inh -6, ERAP1 HTS inh 6, DENV2 CPE -1 and SIRT5 inh 1.
O=[N+]([O-])c1ccc(/C=N\N2CCN(Cc3ccccc3Cl)CC2)cc1 was read as miR122 inh 2, ERp5 inh 4, F508del corr -0.4, Casp6 inh 0, ERAP1 HTS inh -2 and DENV2 CPE 11.
For Cc1cc(NC(=O)C(C)SCC(=O)Nc2ccccc2N2CCCCC2)no1 (configuration not stated) the results were miR122 inh -8, ERp5 inh 5, F508del corr 1.5, Casp6 inh 3, ERAP1 HTS inh 4, DENV2 CPE -12 and SIRT5 inh 1.
For CC(C)C(NC(=O)c1c(F)cccc1F)C(=O)NNC(=O)c1ccccc1 (configuration not stated) the results were ERp5 inh -2, F508del corr -4.1, Casp6 inh 3, ERAP1 HTS inh 0, DENV2 CPE 0 and SIRT5 inh 13.
For O=S(=O)(/N=C/c1c(O)ccc2ccccc12)c1ccccc1 the results were miR122 inh -1, ERp5 inh 0, F508del corr -1.8, Casp6 inh 2, ERAP1 HTS inh 0, DENV2 CPE -1 and SIRT5 inh -2.
`CN1C(c2ccccc2)=NO[C@]1(C)c1ccccc1` gave ERp5 inh -5, F508del corr 0.6, Casp6 inh 11, DENV2 CPE 3 and SIRT5 inh -7.
For C[C@H](NC(=O)C[C@@H]1C[C@H]2c3cc(NS(C)(=O)=O)ccc3O[C@H]2[C@@H](CO)O1)c1ccccc1 the results were miR122 inh -1[16.7 µM], ERp5 inh 7, F508del corr 0.2, Casp6 inh 1, ERAP1 HTS inh 1, DENV2 CPE 0 and SIRT5 inh -4.
`COc1ccc(C(=O)Nc2ccc(O)cc2C(=O)O)cc1` gave miR122 inh -2, ERp5 inh 1, F508del corr -0.6, Casp6 inh 0, ERAP1 HTS inh -1, DENV2 CPE -4 and SIRT5 inh -3.
Screening Cc1cnc(C)c(N(C)NC(=S)Nc2ccccc2)n1 returned ERp5 inh -5, F508del corr -0.8, Casp6 inh 1, ERAP1 HTS inh 4, DENV2 CPE -6 and SIRT5 inh -5.
For CC1Cc2ccccc2N1C(=O)C1CCCN(S(=O)(=O)c2cccc3cccnc23)C1 (configuration not stated) the results were ERp5 inh 3, F508del corr 2.5, Casp6 inh -3, ERAP1 HTS inh 2 and DENV2 CPE 5.
For CCOC(=O)O[C@]1(C(=O)COC(=O)CC)CC[C@H]2[C@@H]3CCC4=CC(=O)C=C[C@]4(C)[C@H]3[C@@H](O)C[C@@]21C the results were miR122 inh 2, ERp5 inh -4, F508del corr 2.3, Casp6 inh -2, ERAP1 HTS inh -1, DENV2 CPE 2 and SIRT5 inh -6.
`NC(=O)CC(NC(=O)Cc1cccc2ccccc12)c1ccc(NCCc2ccccc2F)c([N+](=O)[O-])c1` (configuration not stated) gave ERp5 inh -5, F508del corr -2.7, Casp6 inh 2, ERAP1 HTS inh 0 and DENV2 CPE 21*.
CN(C)CCC(O)c1ccccc1 (configuration not stated) was read as ERp5 inh 1, F508del corr -0.4, Casp6 inh 0, ERAP1 HTS inh 4, DENV2 CPE 3 and SIRT5 inh -5.
For Cc1ccc(C(C)NC(=O)c2cccs2)cc1C (configuration not stated) the results were ERp5 inh -5, F508del corr -3.5, Casp6 inh 1, DENV2 CPE 2 and SIRT5 inh -6.
`COc1ccc(CNC(=O)C(=O)NC2CC(C)(C)NC(C)(C)C2)cc1` gave ERp5 inh -3, F508del corr -1.6, Casp6 inh -2, ERAP1 HTS inh -2, DENV2 CPE 2 and SIRT5 inh 5.
`O=C(CSc1nnc(NC(=O)c2ccccc2C(=O)O)s1)Nc1ccccc1Cl` gave ERp5 inh inconclusive, F508del corr 2.4, Casp6 inh 3, ERAP1 HTS inh 16, DENV2 CPE 2 and SIRT5 inh 2.
CCCNC(=O)N(C)C[C@@H]1Oc2ncc(-c3ccc(F)cc3)cc2C(=O)N([C@H](C)CO)C[C@H]1C was read as miR122 inh -7[16.7 µM], ERp5 inh 4, F508del corr 0.1, Casp6 inh 0, ERAP1 HTS inh 1, DENV2 CPE -3 and SIRT5 inh -1.
Screening C[C@H]1CN([C@@H](C)CO)C(=O)Cc2cc(NC(=O)Cc3ccccc3)ccc2O[C@H]1CN(C)Cc1ccc(C(=O)O)cc1 returned miR122 inh 1[16.7 µM], ERp5 inh 6, F508del corr 0.3, Casp6 inh -3, ERAP1 HTS inh -1, DENV2 CPE 12 and SIRT5 inh -5.
For O=C(c1cccnc1)N1CC(=O)N2[C@H](C1)[C@@H](c1ccc(C#CCC3CCCC3)cc1)[C@@H]2CO the results were ERp5 inh 3, F508del corr 4.2, Casp6 inh 0, ERAP1 HTS inh -4, DENV2 CPE -17 and SIRT5 inh -3.

Part of the list above in order of number of heavy atoms, falling.
For CC1Cc2ccccc2N1C(=O)C1CCCN(S(=O)(=O)c2cccc3cccnc23)C1 (configuration not stated) the results were ERp5 inh 3, F508del corr 2.5, Casp6 inh -3, ERAP1 HTS inh 2 and DENV2 CPE 5.
`COc1ccc(CNC(=O)C(=O)NC2CC(C)(C)NC(C)(C)C2)cc1` gave ERp5 inh -3, F508del corr -1.6, Casp6 inh -2, ERAP1 HTS inh -2, DENV2 CPE 2 and SIRT5 inh 5.
CN(C)CCC(O)c1ccccc1 (configuration not stated) was read as ERp5 inh 1, F508del corr -0.4, Casp6 inh 0, ERAP1 HTS inh 4, DENV2 CPE 3 and SIRT5 inh -5.

Other structures.
`Cc1cc(NCC(c2ccccc2)c2ccccc2)n2ncnc2n1` gave miR122 inh -3, ERp5 inh -6, F508del corr 1.7, Casp6 inh 1, DENV2 CPE 1 and SIRT5 inh 0.
For NC(=S)N=Nc1c(O)n(CCCl)c2ccc(Br)cc12 the results were miR122 inh -1, ERp5 inh -1, F508del corr -1.4, Casp6 inh -3, ERAP1 HTS inh 0, DENV2 CPE 17 and SIRT5 inh 10.
`Cc1cccc(Nc2ccc(NCc3ccccc3)nn2)c1` gave miR122 inh 7, ERp5 inh 12, F508del corr 0.6, Casp6 inh -2, ERAP1 HTS inh -4, DENV2 CPE 4 and SIRT5 inh 1.
Screening COC(=O)c1ccc(/C=N/NC(=O)CCSc2nc3ccccc3s2)cc1 returned ERp5 inh 4, F508del corr 1.6, Casp6 inh -1, ERAP1 HTS inh -1, DENV2 CPE -4 and SIRT5 inh 1.
Screening O=C(NCC1OCCc2ccccc21)c1cc(COc2ccc(F)cc2Cl)on1 (configuration not stated) returned ERp5 inh 2, F508del corr 1.4, Casp6 inh 1, ERAP1 HTS inh -1, DENV2 CPE 2 and SIRT5 inh -2.
Screening CC(C)CC#Cc1ccc2c(c1)O[C@H](CN(C)S(=O)(=O)c1cccc(F)c1)[C@@H](C)CN([C@@H](C)CO)S2(=O)=O returned miR122 inh 25[16.7 µM], ERp5 inh 2, F508del corr -0.6, Casp6 inh 0, ERAP1 HTS inh -1, DENV2 CPE -2 and SIRT5 inh 19*.
Cc1cc(C(=O)OCC(=O)NCc2ccc3c(c2)OCO3)c2ccccc2n1 was read as miR122 inh -1, ERp5 inh -6, F508del corr 1.6, Casp6 inh 1, ERAP1 HTS inh -2, DENV2 CPE -2 and SIRT5 inh 2.
COc1cc(CN2CCNC(=O)C2CC(=O)N(C)CCC2CCOCC2)cc(OC)c1 (configuration not stated) was read as miR122 inh 0, ERp5 inh 1, F508del corr -0.9, Casp6 inh 0, ERAP1 HTS inh -5, DENV2 CPE 5 and SIRT5 inh -3.
CCN(CC)C(=O)C1=C(C)N(Cc2ccc(C(C)(C)C)cc2)C(=O)C(CC(=O)NCc2cccs2)C1 (configuration not stated) was read as miR122 inh -2, ERp5 inh 8, F508del corr 4.0, Casp6 inh 0, ERAP1 HTS inh -3, DENV2 CPE -9 and SIRT5 inh 2.
`Cc1cc(C)c(C)c(S(=O)(=O)N2CCN(C(=O)CNC(=O)c3ccco3)CC2)c1C` gave miR122 inh -12, ERp5 inh -1, F508del corr 4.2, Casp6 inh 1, ERAP1 HTS inh 0, DENV2 CPE -3 and SIRT5 inh -2.
`COc1ccc(N2CCN(C(=O)C3CCCN(S(=O)(=O)c4ccc(F)cc4)C3)CC2)cc1` (configuration not stated) gave miR122 inh 0, ERp5 inh -5, F508del corr -2.1, Casp6 inh 1, ERAP1 HTS inh 1, DENV2 CPE -1 and SIRT5 inh 1.
Screening Cc1sc2ncnc(SCC(=O)Nc3cccc(S(N)(=O)=O)c3)c2c1C returned miR122 inh 9, ERp5 inh -5, F508del corr 2.4, Casp6 inh -4, ERAP1 HTS inh -1, DENV2 CPE 13 and SIRT5 inh 1.
Cc1ccc(C(=O)NCC(=O)OCC(=O)/C=C2\N(C)c3ccccc3C2(C)C)cc1C was read as miR122 inh -6, ERp5 inh 0, F508del corr -0.4, Casp6 inh 2, ERAP1 HTS inh 6, DENV2 CPE -13 and SIRT5 inh -2.
Screening COc1nc(-c2ccccc2)c2cc(C)ccc2n1 returned miR122 inh -3, ERp5 inh 8, F508del corr -0.8, Casp6 inh -1, ERAP1 HTS inh 8, DENV2 CPE -1 and SIRT5 inh -5.
